uPA generation: inhibitors of cell surface uPA generation; hit rate 0.31% among 330,000; Potency, µM (doses to about 38.3 µM), for the others: at the highest dose activity change, negative = inhibition, hits mostly inhibitors; cell surface uPA generation assay, qHTS; AID 540303; active = well fitted inhibition curve with a large enough effect; inconclusive = small, poorly fitted or top-dose-only effect; inactive = no such curve, though single readings can be large or run the other way; tested in mouse RAW 264.7 cells; also: potency is read from the fitted curve at half-maximal effect; % is scaled to controls: 0 for no effect and ±100 for the full control effect; nearly all actives have a fitted effect of over 55% in size
p53 reactivator: restores transcriptional activity of mutant p53 | AID 504706 | Potency, µM (series often up to 92.2 µM), for the others: at the top dose activity change, positive = activation, usual class: activators | H1299 p53-A138V BP100-luciferase reporter, luminescence, 24 h | hit rate 0.063% among 320,000; also: potency is read from the fitted curve at half-maximal effect; % of control where 0% means no effect; nearly all actives have a fitted effect of over 45% in size
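H1299 (p53-null), stable ts p53-A138V + BP100-Luc; 1000 cells/well, Opti-MEM/10% FBS; cpd 4 pt, 1:5; 24 h, 37 deg C, 5% CO2; detection reagent 10 min RT; luminescence.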
BRCA1 expr up: BRCA1 expression activation; hit rate 1.1% among 380,000; AID 624202; Potency, µM (series often up to 46.1 µM), for inactives: top-dose activation, most hits filed as activators; MCF7-BRCA1-FFLuc reporter, luminescence, 48 h; response scale: scaled: vehicle 0%, 10 µM genistein 100%; also: potency is read from the fitted curve at half-maximal effect; nearly all actives have a fitted effect of over 80% in size; some results filed as inactive show a strong effect at the top dose
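Compounds are tested at multiple concentrations on MCF7 BRCA1-luciferase reporter cells seeded at 2000 per well; after 48 h, a single luminescence end-point is taken and curves fitted to the normalized data.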
a7 integrin act: activators of alpha7 integrin expression for muscular dystrophy; alpha7betagal myoblasts, beta-gal FDG fluorescence, 48 h; Potency, µM (doses to about 38.3 µM), without a hit: at the top dose activation, most hits filed as activators; hit rate 0.064% among 350,000;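 also: potency is read from the fitted curve at half-maximal effect; 100% = response of the positive control SU9516; nearly all actives have a fitted effect of over 60% in size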
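alpha7betagal+/- myoblasts (passage 13, 250/well) treated 48 h at 37C with compounds at 1:260 dilution of DMSO stock. Lysed, then beta-galactosidase activity read as FDG fluorescence (ex 480/em 540) after 30 min, with pre-read for autofluorescence.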
USP2a block: blocks human ubiquitin-specific protease USP2a; O75604; USP2 core, Ub-CHOP2 coupled fluorogenic reporter, 485/531; Potency, µM (doses to about 38.3 µM), for inactives: at the top dose activity change, negative = inhibition, usual class: inhibitors; hit rate 0.01% among 330,000; AID 463254;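 also: potency is read from the fitted curve at half-maximal effect; plate controls were DMSO wells for no effect and full inhibition by NEM control for full effect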
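Cell-free coupled assay: 10nM USP2 core preincubated 30min RT with compound in Tris-HCl pH 8.0/CaCl2/CHAPS buffer, then 25nM Ub-CHOP2 and 25nM reporter substrate; fluorescence (Ex 485/Em 531) read after 60min RT, normalized to NEM inhibition, concentration-response curves fitted.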
TRPV1 ag: activates the human vanilloid receptor TRPV1; activation, % at 8.33 µM; hit rate 0.19% among 320,000; Q8NER1; AID 540275; TRPV1-expressing cells, Fluo-8 calcium influx, agonist mode; in the data active = activation above about 80%; inconclusive = between about 30% and that limit; also: 0% is about no effect
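TRPV1-expressing cells were cultured overnight at 35.5C and loaded with Fluo-8 calcium dye for 40 to 90 min at room temperature. After a 10 s baseline, compound was added and calcium influx was read kinetically for 3 min (ex 480/em 520 nm).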
ASM inhibitor: blocks human secretory acid sphingomyelinase. placental ASM, HMU-PC fluorogenic substrate, 60 min. Potency, µM (doses to about 57.5 µM), inactives show at the highest dose activity change, negative = inhibition, actives largely listed as inhibitors. AID 504937. P17405. hit rate 0.006% among 340,000; also: potency is read from the fitted curve at half-maximal effect
Target sequence (P17405 47-631 limits assumed): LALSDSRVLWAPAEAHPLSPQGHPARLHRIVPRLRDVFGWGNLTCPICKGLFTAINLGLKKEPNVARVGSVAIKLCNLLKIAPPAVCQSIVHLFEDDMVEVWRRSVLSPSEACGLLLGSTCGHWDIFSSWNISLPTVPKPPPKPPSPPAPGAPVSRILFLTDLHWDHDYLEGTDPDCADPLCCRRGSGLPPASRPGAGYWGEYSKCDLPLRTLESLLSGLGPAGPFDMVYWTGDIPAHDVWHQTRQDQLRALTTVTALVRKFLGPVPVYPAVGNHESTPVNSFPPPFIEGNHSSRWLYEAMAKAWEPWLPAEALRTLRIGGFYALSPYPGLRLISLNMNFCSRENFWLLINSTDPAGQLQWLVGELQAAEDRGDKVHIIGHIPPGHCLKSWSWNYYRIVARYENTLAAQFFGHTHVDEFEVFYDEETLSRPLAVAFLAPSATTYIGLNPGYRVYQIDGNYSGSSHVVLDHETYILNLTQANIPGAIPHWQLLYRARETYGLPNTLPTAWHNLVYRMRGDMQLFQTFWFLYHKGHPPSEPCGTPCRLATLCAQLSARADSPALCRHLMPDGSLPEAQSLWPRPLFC
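qHTS format. ASM enzyme prepared from human placenta hydrolyses the fluorogenic substrate HMU-PC0 (9 uM final) over 60 min at 37 °C after a 10 min compound preincubation.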
ELG1 genotoxic: genotoxicity induction in ELG1-luciferase HEK293T cells; hit rate 1.3% among 330,000; HEK293T ELG1-luciferase reporter, luminescence, 16 h; Potency, µM (highest dose often 46 µM), without a hit: top-dose activity change, positive = activation, actives largely listed as activators; also: potency is read from the fitted curve at half-maximal effect; % of control where 0% means no effect; nearly all actives have a fitted effect of over 60% in size
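Reporter readout depends on ELG1 protein level, which increases with genetic stress. After 16 hr compound exposure at 37 °C, luciferase activity was quantified using ONE-Glo.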
PTAP TSG101 blk: blocks PTAP/TSG101 interaction to inhibit HIV-1 budding. Q99816. Fluorescence polarization, FITC-PTAP peptide / Tsg101 binding. Potency, µM (top dose mostly 115 µM), without a hit: top-dose activity change, negative = inhibition, usual class: inhibitors. 340,000 tested, under 10 active. AID 493005; active = well fitted inhibition curve with a large enough effect in the main read-out, with a control signal flat, not every such curve was filed as active; inconclusive = small, poorly fitted or top-dose-only effect, or effect the other way, or a change in a side signal; inactive = no such curve, though single readings can be large or run the other way; also: potency is read from the fitted curve at half-maximal effect; % of control where 0% means no effect
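Steps: Tsg101 binding domain dispensed (10 uM final), compounds pinned in DMSO, FITC-labeled PTAP-motif peptide added (50 nM final); after 20 min binding at room temperature, polarization measured.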
Eya2 phos inh: blocks the phosphatase activity of human Eya2. recombinant Eya2, OMFP fluorescence dephosphorylation (OMFP is methylfluorescein phosphate). Potency, µM (highest dose often 76.9 µM), for inactives: top-dose activity, negative = inhibition, most hits filed as inhibitors. hit rate 0.006% among 330,000; also: potency is read from the fitted curve at half-maximal effect; % is scaled to controls: 0 for no effect and ±100 for the full control effect
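Eya2 (0.2 uM) preincubated 10 min at ambient with compound, then OMFP substrate added at 50 uM; 10 min reaction in 50 mM HEPES pH 7.5, 50 mM NaCl, 5 uM MgCl2, 0.05% BSA, 1 mM DTT. Fluorescence read at Ex 485/Em 525 nm.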
B2AR arrestin: recruits beta-arrestin to the human beta2-adrenergic receptor; AID 492947; hit rate 0.02% among 330,000; Potency, µM (top dose mostly 46.1 µM), without a hit: at the top dose activation, most hits filed as activators; beta-arrestin recruitment to beta2AR, cell-based reporter; P07550;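 also: potency is read from the fitted curve at half-maximal effect; 0% = DMSO controls and full agonism = EC100 isoproterenol or metaproterenol; nearly all actives have a fitted effect of over 65% in size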
Target sequence (P07550 whole entry, looked up): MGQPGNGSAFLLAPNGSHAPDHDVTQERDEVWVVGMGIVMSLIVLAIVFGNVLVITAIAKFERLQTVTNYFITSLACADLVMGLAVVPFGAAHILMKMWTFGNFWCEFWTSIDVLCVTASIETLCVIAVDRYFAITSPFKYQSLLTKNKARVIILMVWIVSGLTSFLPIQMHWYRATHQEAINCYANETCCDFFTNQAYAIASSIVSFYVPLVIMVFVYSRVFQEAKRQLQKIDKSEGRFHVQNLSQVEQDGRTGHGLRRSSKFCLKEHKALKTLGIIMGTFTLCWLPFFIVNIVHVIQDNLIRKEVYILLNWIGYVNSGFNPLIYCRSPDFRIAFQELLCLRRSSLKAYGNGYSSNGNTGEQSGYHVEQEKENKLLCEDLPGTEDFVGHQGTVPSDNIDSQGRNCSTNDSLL
Active calls of the source: *; ? = inconclusive; / = no result given; & = joins results of further samples; [ ] = dose if it differs, or a comment. Unless noted, calls follow the shape of the dose curve; as a rule, active = well fitted curve in the direction sought with a large enough effect; inconclusive = small, poorly fitted or top-dose-only effect, or another doubt; inactive = no such curve, though single readings can be large; an effect the other way counts as inactive or inconclusive.

SMILES	uPA generation	p53 reactivator	BRCA1 expr up	a7 integrin act	USP2a block	TRPV1 ag	ASM inhibitor	ELG1 genotoxic	PTAP TSG101 blk	Eya2 phos inh	B2AR arrestin
CN(C(=O)CSc1nnc(Nc2ccccc2)s1)C1CCS(=O)(=O)C1 (stereo not drawn)	-3%	4%	31%	2%	-1%	0	-2%	3%	1%	12%	0.0%
COc1ccc(N2CCN(C(=O)C3CCN(S(=O)(=O)c4c(C)noc4/C=C/N(C)C)CC3)CC2)cc1	-9%	1%	-9%	?	0%	-4	4%	-1%	-2%	5%	-0.2%
Cc1cnc(C(=O)OCC(=O)Nc2cc(-c3cc(C)c(C)cc3C)nn2-c2ccccc2)cn1	2%	-1%	-17%	12%	-1%	5	-10%	4%	0%	-2%	-0.8%
CN(C(=O)COC(=O)CCc1nc2ccccc2c(=O)[nH]1)C1CCS(=O)(=O)C1 (stereo not drawn)	-19%	1%	-8%	9%	0%	0	2%	1%	0%	-10%	0.0%
CN(Cc1ccccc1)C(=O)C1CCC(CNS(=O)(=O)c2cccc3cccnc23)CC1 (stereo not drawn)	-7%	-5%	-53%	?	1%	0	-4%	-13%	-5%	-5%	-0.2%
CC(N=Cc1ccccc1O)c1ccccc1 (stereo not drawn)	/	-1%	-19%	13%	7%	2	4%	4%	-6%	-1%	0.2%
O=C(N/N=C\c1c(O)ccc2ccccc12)c1cncc(Br)c1	-13%	/	-81%	-26%	?	?	?	?	?	?	0.0%
COc1ccc(-n2ncc3c(=O)n(CC(C)=O)cnc32)cc1	0%	/	18%	0%	-2%	3	-1%	10%	0%	-1%	0.6%
CCOc1ccc(CNC(=O)c2ccc(Sc3ccc(C)cc3)c(NC(C)=O)c2)cc1OC	-2%	-10%	-31%	-16%	2%	?	-1%	2%	-2%	-9%	0.2%
CC1(OC(=O)CCc2ccccc2)C(=O)C=C2C=C(c3ccc(C#N)cc3)N(CCN3CCOCC3)C=C2C1=O (stereo not drawn)	4%	0%	5%	0%	-11%	1	11%	1%	-5%	0%	-0.6%
CC(=O)N1CCOc2ccc(S(=O)(=O)NCCc3ccc(S(N)(=O)=O)cc3)cc21	-8%	18%	-6%	7%	2%	-2	4%	1%	-3%	2%	0.2%
CN(C(=O)CSc1nnc(CNC(=O)c2ccccc2)o1)c1ccccc1	10%	-27%	3%	-5%	2%	-1	-1%	-1%	-2%	-1%	-0.4%
Cc1ccc(-c2csc(NC(=O)CN3CCC(C(N)=O)CC3)n2)cc1	-8%	9%	-38%	13%	0%	3	0%	-8%	1%	-26%	-0.8%
CCN(CC)c1ccc(C=Nc2ccc(C)cc2C)c(O)c1	-4%	5%	-11%	?	1%	16	9%	9%	-1%	-8%	0.0%
Cc1nn(CC(=O)NC(=O)c2ccccc2)c(C)c1[N+](=O)[O-]	-8%	13%	-4%	45%	1%	-3	0%	-3%	-6%	11%	-0.8%
O=C(NC1CCCCC1)[C@H](O)[C@@H](O)C(=O)NC1CCCCC1	5%	-3%	-6%	10%	1%	0	4%	1%	-2%	25%	-0.3%
CC(C)c1ccc(C2CC(c3ccc(Br)cc3)=NN2C(N)=S)cc1 (stereo not drawn)	2%	?	-56%	-49%[inhibitor]	2%	0	/	?	-3%	3%	4.0%
CN(C)CCCCCCCCCCC(=O)/C=N/O	-3%	/	1%	-17%	/	/	2%	/	-2%	/	/
COCCn1c(SCC(=O)c2c[nH]c3ccccc23)nnc1-c1ccncc1	-6%	-2%	1%	-2%	-1%	-2	2%	1%	1%	-3%	-1.3%
CCSc1nc(=O)n(-c2ccccc2)c(C)c1C(C)=O	-8%	8%	19%	3%	4%	1	-1%	4%	-1%	-29%	0.0%

Looked up by structure from above:
SMILES	uPA generation	p53 reactivator	BRCA1 expr up	a7 integrin act	USP2a block	TRPV1 ag	ASM inhibitor	ELG1 genotoxic	PTAP TSG101 blk	Eya2 phos inh	B2AR arrestin
CC(C)c1ccc(C2CC(c3ccc(Br)cc3)=NN2C(N)=S)cc1 (stereo not drawn)	2%	?	-56%	-49%[inhibitor]	2%	0	/	?	-3%	3%	4.0%
COc1ccc(-n2ncc3c(=O)n(CC(C)=O)cnc32)cc1	0%	/	18%	0%	-2%	3	-1%	10%	0%	-1%	0.6%

Other entries follow.
SMILES	uPA generation	p53 reactivator	BRCA1 expr up	a7 integrin act	USP2a block	TRPV1 ag	ASM inhibitor	ELG1 genotoxic	PTAP TSG101 blk	Eya2 phos inh	B2AR arrestin
CCCCCCCCOC(=O)/C=C/c1c(C)[nH]c(=O)[nH]c1=O	-1%	3%	-27%	22%	-2%	7	3%	1%	-3%	-13%	-0.4%
O=C(N/N=C/c1ccco1)Nc1ccccc1	-1%	?	6.3µM*	17%	-3%	3	-3%	?	-1%	1%	-1.2%
CC(Sc1ccc(Br)cc1)C(N)=O (stereo not drawn)	5%	7%	1%	-4%	3%	-5	1%	-1%	-5%	13%[15.4 µM]	0.1%
C=CCC1(CC=C)CCCN1C(=O)CC1C(=O)NCCN1Cc1ccccc1OC (stereo not drawn)	5%	0%	0%	13%	0%	8	-2%	?	-2%	-8%	0.0%
CN(C)c1ccc(/C=C(/NC(=O)c2ccccc2)C(=O)NCCN2CCOCC2)cc1	-16%	-2%	-1%	8%	5%	-4	18%	-4%	-6%	-1%	0.6%
CN(C)C(=O)CNC(=O)CN1C(=O)NC2(CCCc3sccc32)C1=O (stereo not drawn)	-4%	-2%	-1%	0%	1%	-1	0%	3%	1%	3%	-0.1%
CCOC(=O)c1ccccc1NC(=O)c1ccc2nccnc2c1	-7%	1%	-12%	?	0%	6	-1%	-4%	-1%	1%	0.0%
CCN(C(=O)COC(=O)CC(C)c1ccccc1)c1c(N)n(Cc2ccccc2)c(=O)[nH]c1=O (stereo not drawn)	9%	-1%	-18%	-41%	-4%	-2	0%	0%	-1%	?	-1.6%
Clc1ccc(N2CCN(c3cnc4ccccc4n3)CC2)cc1	-3%	16%	84%	-2%	0%	3	-16%	?	-2%	6%	-0.7%
Fc1ccc(/C=N/Nc2ccccn2)cc1	-3%	?	?	13%	1%	22	-5%	?	-1%	-1%	0.9%
O=C(/C=C(\c1ccc(Cl)cc1)n1cncn1)c1ccc(Cl)cc1	-23%	0%	-57%	18%	1%	-6	5%	-3%	-5%	-1%	0.0%
CSCC[C@H](NC(=O)[C@@H]1Cc2ccccc2CN1)C(=O)Nc1ccc2c(c1)OCCO2	-7%	?	11µM*	4%	-1%	10	-2%	?	-2%	?	-1.1%
CC(C)c1ccc(NC2CCCN(C(=O)c3cc(C(C)C)[nH]n3)C2)cc1 (stereo not drawn)	-3%	7%	-18%	-8%	0%	-3	3%	-1%	-3%	-2%	0.0%
Cc1ccc(SCC(=O)NCCSC(C)(C)C)cc1	8%	17%	8.9µM*	5%	3%	23	1%	3%	-2%	6%	0.5%
CC(=O)c1cccc(NC(=O)CN2C=NS(=O)(=O)c3ccc(C)cc32)c1	4%	4%	0%&19%	16%	0%	0	6%	0%	-6%	1%	0.3%
Cc1ccc(NCC(=O)N/N=C/c2cccc(Br)c2)cc1	5%	12%	3%	-19%	-1%	13	-2%	0%	-2%	-9%	-0.1%
COc1ccc(C(=O)N2CCN(Cc3ccccc3C)CC2)cc1OC	-2%	1%	-5%	-16%	1%	-2	10%	-1%	-5%	-19%	0.3%
Cc1cccc(C)c1NC(=O)CSc1nc(C2CC2)nc2ccccc12	0%	-1%	-9%	-17%	-1%	1	-1%	-5%	-3%	-21%	0.2%
Cc1nn(C)c(Oc2cccc(Cl)c2)c1C(=O)O	4%	0%	1%	7%	1%	-1	3%	-3%	-5%	21%	-1.9%
O=C(Nc1cccc(Cl)c1)C1=CC=CN2CCS(=O)(=O)N=C12	-1%	7%	2%	6%	3%	/	-1%	-1%	0%	2%	-0.6%
CC1CCN(C(=O)CSCC(=O)O)CC1	10%	-1%	9%	-12%	0%	-2	-1%	1%	0%	5%	-0.1%
CCOC(=O)CSc1n[nH]c(-c2cccnc2)n1	-2%	6%	-2%	-9%	1%	/	2%	4%	-2%	4%	0.4%
CC(=O)NC(C)c1cc(Cl)c2cccnc2c1O (stereo not drawn)	?	10%	-53%	/	-2%&-1%	4	0%	1%	-1%	-39%&1%	8.0%&0.4%
Cn1c(=O)c2c(O)c(C=Nc3ccc(F)cc3)c(=O)n(C)c2n(C)c1=O	3%	-2%	-5%	17%	-1%	1	1%	2%	0%	14%	-0.3%
CC1(c2ccccc2)NC(=O)N(CC(=O)N(CC(=O)Nc2ccccc2C(F)(F)F)Cc2ccco2)C1=O (stereo not drawn)	1%	1%	12%	5%	2%	4	3%	-1%	2%	4%	-0.4%
O=C1CC(N2CCOCC2)C(=O)N1c1cc(Cl)cc(Cl)c1 (stereo not drawn)	/	-3%	4%	3%[7.66 µM]	-5%	1	6%	-5%	-4%	-10%	-0.1%
